# MOR-DOR inv ag: inverse agonists of MOR-DOR heterodimerization, primary screen, cell-based, luminescence | 340,000 compounds, 0.21% hits | cell-based MOR-DOR heterodimer luminescence, inverse agonism | AID 504357, 2011 | inhibition, % at 9.3 µM; in the data active means inhibition above about 22%, passing the limit was not always enough;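 further: 0% = cells with DMSO and 100% = wells without cells with DMSO; values of inactives mirror those of a sister screen read the other way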
# RTF Ca sens act: cardiac RTF calcium sensitivity activators, primary screen, biochemical, IANBD-TnC fluorescence, EC20 calcium | AID 493008, 2010 | 340,000 compounds, 0.24% hits | activation, % at 7.2 µM | Troponin I, cardiac muscle (Homo sapiens) + Troponin T, cardiac muscle (Homo sapiens) + … | IANBD-labeled TnC RTF fluorescence at EC20 calcium; 0% EC20 calcium, 100% full calcium;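 active means activation above the mean over all tested compounds plus 3 SD, cut at about 30% in these data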;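 further: rise in fluorescence read as greater calcium sensitivity of cardiac thin filaments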
# RTF Ca sens inh: cardiac RTF calcium sensitivity inhibitors, primary screen, biochemical, IANBD-TnC fluorescence, EC70 calcium | Troponin I, cardiac muscle (Homo sapiens) + Troponin T, cardiac muscle (Homo sapiens) + … | AID 493244, 2011 | 340,000 compounds, 0.12% hits | inhibition, % at 7.15 µM | IANBD-labeled cardiac RTF, Ca2+ fluorescence;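 active means inhibition above the mean inhibition of all tested compounds plus 3 SD, cut at about 17% in these data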;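 further: assay run at fixed EC70 calcium of 1.6 mM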
# DSG3 Ab inh: inhibitors of pemphigus antibody binding to DSG3, primary screen, biochemical, bead-based, flow cytometry, scFv-GFP; DSG3-coupled beads, scFv-anti-DSG3-GFP binding; stronger effect = lower value; Desmoglein-3 (Homo sapiens), P32926; binding (percent of control), % at 10 µM; 310,000 compounds, 0.48% hits;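 active means binding more than 3 SD below its plate's average and above zero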; further: some compounds called inactive have numbers as strong as hits
# Arr AP2 block: inhibitors of beta-arrestin/AP2 binding, primary screen, biochemical, GPCR trafficking, flow cytometry; FITC-arrestin peptide / GST-AP2 beads; AP2 beta2 appendage carries R879A mutation; beta-arrestin 1 C-terminal peptide binding to AP2 beta2-adaptin appendage (human); AID 504490, 2011; inhibition, % at 10 µM; 340,000 compounds, 0.31% hits;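 active means inhibition above a set limit, near 3 SD of compounds lacking own fluorescence, cut at about 54% in these data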;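 further: plate controls were DMSO wells for no effect and 5 µM unlabelled arrestin peptide for full effect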
#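 Test system: GST-tagged AP2 beta2-adaptin appendage (R879A) on 4 µm glutathione beads; also added: fluorescein-tagged arrestin peptide at 50 nM final; timing: 12 min plus 1 h, RT; signal: flow cytometry, FL1 (488/535 nm); read-out: percent drop in bead-associated FITC signal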
# Keap1-Nrf2 PPI: Keap1-Nrf2 protein-protein interaction inhibitors, primary screen, biochemical, fluorescence polarization, single point; Kelch-like ECH-associated protein 1 (Homo sapiens), Q14145; Keap1 Kelch-Nrf2 peptide fluorescence polarization, 1536-well; inhibition, % at 9.4 µM; 340,000 compounds, 0.15% hits; in the data active means inhibition above about 12%;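 further: human Keap1 Kelch domain with fluorescein labeled Nrf2 9mer peptide probe; 0% = neutral control wells and 100% = peptide positive control; higher means more block of Keap1 binding to Nrf2 peptide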
# Target sequence (Q14145 whole entry, looked up, the tested form may be a part): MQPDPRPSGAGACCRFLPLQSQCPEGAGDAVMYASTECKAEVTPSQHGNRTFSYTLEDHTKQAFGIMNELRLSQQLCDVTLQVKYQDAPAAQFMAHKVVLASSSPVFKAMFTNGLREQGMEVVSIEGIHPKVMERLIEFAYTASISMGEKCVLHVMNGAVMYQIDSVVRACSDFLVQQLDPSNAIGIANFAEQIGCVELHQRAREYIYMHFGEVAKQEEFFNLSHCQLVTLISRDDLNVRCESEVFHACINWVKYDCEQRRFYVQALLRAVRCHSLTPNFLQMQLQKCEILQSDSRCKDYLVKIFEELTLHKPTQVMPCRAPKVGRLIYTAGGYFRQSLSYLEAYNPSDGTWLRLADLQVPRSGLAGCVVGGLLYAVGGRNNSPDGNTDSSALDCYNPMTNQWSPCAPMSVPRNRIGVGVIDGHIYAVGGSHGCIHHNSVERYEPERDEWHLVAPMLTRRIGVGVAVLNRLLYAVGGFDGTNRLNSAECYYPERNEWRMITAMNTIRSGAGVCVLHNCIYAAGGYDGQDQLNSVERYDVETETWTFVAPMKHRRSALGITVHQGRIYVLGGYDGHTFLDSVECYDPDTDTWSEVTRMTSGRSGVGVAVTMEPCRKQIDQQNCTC
# V-ATPase pH: regulators of yeast V-ATPase proton pumping, primary screen, pHLuorin cytosolic pH fluorescence; response, % at 10 µM; 350,000 compounds, 0.37% hits; S. cerevisiae; in the data active means response mostly above about 7.3%, no sharp cut-off; inactive means mostly below about 5.4%; further: actives read high; inactives centre near 0; some compounds called inactive have numbers as strong as hits; reference of the scale not given here
# Wnt bcat act: Wnt/beta-catenin pathway activators, primary screen, cell-based, plate reader, single point; activation, % at 9.35 µM; 300,000 compounds, 1.2% hits; Wnt/beta-catenin reporter cell assay, activator; in the data active means activation above about 30%, passing the limit was not always enough;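 further: 0% = neutral control wells and 100% = positive control wells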
# LANA DNA inh: inhibitors of KSHV C-LANA binding to DNA, primary screen, biochemical, fluorescence polarization, FAM-LBS DNA, MBP-C-LANA, single point. Kaposi's sarcoma herpesvirus LANA C-terminal domain (residues 932-1162) DNA binding. inhibition, % at 9 µM. 340,000 compounds, 0.078% hits;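 active means highest replicate inhibition at or above 60% at 9 µM, even if other replicates fall short; inactive means all replicates below 60% inhibition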;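 further: 0% = neutral control wells and 100% = 4 µM acridine orange control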
# OPRM1-OPRD1 ag: agonists of OPRM1-OPRD1 heterodimerization, primary screen, cell-based, luminescence | Mu-type opioid receptor (Homo sapiens) + Delta-type opioid receptor (Homo sapiens), … | cells | activation, % at 9.3 µM | 340,000 compounds, 0.3% hits | AID 504326, 2011; in the data active means activation above about 18%;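 further: 0% = vehicle-treated cells and 100% = reference agonist; values of inactives mirror those of a sister screen read the other way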
# Numbers without * were called inactive; x = not tested or not shown.
MOR-DOR inv ag	RTF Ca sens act	RTF Ca sens inh	DSG3 Ab inh	Arr AP2 block	Keap1-Nrf2 PPI	V-ATPase pH	SMILES	Wnt bcat act	LANA DNA inh	OPRM1-OPRD1 ag
-37	0	-5	106	6	-5	0	Cc1cccc(N2CCN(C(=O)Cn3sc4nc(C)cc(C)c4c3=O)CC2C)c1 (centres undefined)	x	-4.0	6.2
8	-2	-5	x	-1	-1	-4	Cc1cccc(CCNS(=O)(=O)c2ccc3c(c2)NC(=O)CO3)c1	-2	0.5	-1.5
-22	0	-8	x	26	0	0	Cc1ccc(NC(=O)COC(=O)Cn2ccc(C(F)(F)F)n2)cc1Cl	-1	-0.5	5.2
-3	-3	-9	94	36	6	2	CC(=O)Nc1ccc(NC(=O)CSc2nc3nc(C)cc(C)c3c(=O)[nH]2)cc1	-3	0.5	0.6
-10	-10	-2	112	-8	-1	0	OC[C@@H]1[C@@H](c2ccc(F)cc2)C(c2cccc(Cl)c2)=NN1c1ccccc1	-2	1.6	2.1
-5	5	-11	99	12	-1	-9	O=C(NCc1ccco1)c1cccnc1-c1nc2ccccc2s1	2	0.8	1.0
13	6	3	102	15	2	-3	Cc1cccc(OCCCCCn2ccnc2)c1C	-4	-1.3	-2.4
16	-8	-3	101	-4	0	-13	COc1cc(O)cc(O)c1C(=O)/C=C/c1ccccc1	-2	-1.1	-3.1
-28	8	-6	98	-12	-7	-2	Fc1cccc(Cc2noc(CN3CCN(C4CCc5ccccc5C4)CC3)n2)c1 (centres undefined)	-1	0.0	5.9
6	-5	-5	108	7	-4	-1	CCOC(=O)N1CCC(NCCNC(=O)c2cccs2)CC1	-6	1.2	-1.0

# Record cards (already shown). Values in the order: MOR-DOR inv ag, RTF Ca sens act, RTF Ca sens inh, DSG3 Ab inh, Arr AP2 block, Keap1-Nrf2 PPI, V-ATPase pH, Wnt bcat act, LANA DNA inh, OPRM1-OPRD1 ag
# `Cc1cccc(N2CCN(C(=O)Cn3sc4nc(C)cc(C)c4c3=O)CC2C)c1` (centres undefined) is entered as -37, 0, -5, 106, 6, -5, 0, x, -4.0, 6.2
# `O=C(NCc1ccco1)c1cccnc1-c1nc2ccccc2s1` is entered as -5, 5, -11, 99, 12, -1, -9, 2, 0.8, 1.0
# `Cc1cccc(OCCCCCn2ccnc2)c1C` is entered as 13, 6, 3, 102, 15, 2, -3, -4, -1.3, -2.4
# `Cc1ccc(NC(=O)COC(=O)Cn2ccc(C(F)(F)F)n2)cc1Cl` is entered as -22, 0, -8, x, 26, 0, 0, -1, -0.5, 5.2

# Later entries
MOR-DOR inv ag	RTF Ca sens act	RTF Ca sens inh	DSG3 Ab inh	Arr AP2 block	Keap1-Nrf2 PPI	V-ATPase pH	SMILES	Wnt bcat act	LANA DNA inh	OPRM1-OPRD1 ag
2	6	-2	91	4	-6	-2	Cc1ccccc1NC(=S)N(Cc1cccs1)C1CCCCC1	-3	-8.6	-0.5
-12	10	-7	108	4	5	-1	Cc1oc(-c2ccc(Cl)cc2)nc1CN1CCC(C(=O)N2CCc3ccccc3C2)CC1	x	-1.0	2.3
22	-5	10	84	5	1	0	O=C(CSc1nnc(COc2ccccc2F)n1-c1ccccc1)NC1CCS(=O)(=O)C1 (centres undefined)	-1	-0.6	-4.5
-6	-5	-3	103	1	0	-2	CCOC(=O)C(=O)NCC(c1cccs1)S(=O)(=O)c1ccc(F)cc1 (centres undefined)	-3	-2.6	1.1
-4	11	-5	105	16	-5	2	CCn1cc(/C=C(\NC(=O)c2ccc(OC)c(OC)c2)C(=O)NCCCO)c2ccccc21	2	0.5	0.8
-36	-8	-1	89	5	2	0	O=C(CC1CCCCC1)Nc1nc2ccccc2s1	26	-0.4	7.2
3	7	0	109	-8	-4	1	Cc1ccc(N(C=NC#N)CC(=O)N2CCN(c3ccccc3)CC2)cc1	x	-1.4	-0.5
1	-1	5	100	7	-1	0	C/C=C/c1cc(CN2CCN(c3ccccc3)CC2)c(O)c(OC)c1	2	-0.9	-0.3
9	-4	-1	98	2	-2	2	CN(C(=O)COC(=O)c1ccccc1Nc1ccccc1)C1CCS(=O)(=O)C1 (centres undefined)	-2	0.0	-1.7
10	3	-2	x	46	-1	-3	Cc1c(C#N)c2ccccc2n1CC(=O)NC(C)c1ccccc1 (centres undefined)	x	-0.3	-1.9
10	8	-7	x	-6	-8	4	COc1ccc(C2C(C(C)=O)=C(C)Nc3ncnn32)cc1OC (centres undefined)	-1	0.7	-1.8
13	-8	-4	98	34	-3	0	COc1cccc(N2CC(=O)N(NC(=O)c3sc4nc(C)cc(C)c4c3N)CC2=O)c1	-2	-0.8	-2.7
-2	-2	-25	92	-1	-4	4	NS(=O)(=O)c1cccc(NC(=O)COC(=O)/C(=C/c2cccs2)c2cccs2)c1	-5	-0.3	0.3
-1	-1	-11	103	0	-3	4	N#Cc1cccc(NS(=O)(=O)c2ccccc2Cl)c1	-1	-0.4	0.2
x	x	x	95	-36	-3	1	NC(=O)C1CCN(C(=S)c2ccc(-c3ccc(Br)cc3)o2)CC1	-1	-0.6	x
11	8	-9	98	-6	0	2	COc1cc2c(cc1OC)C(=O)N1[C@H]3c4ccccc4OC[C@@H]3[C@H](c3ccccc3)[C@]1(C)C(=O)N2	-6	-1.2	-2.0
1	-2	-12	91	-3	-2	-3	COc1ccc(Nc2nc3ccccc3nc2NS(=O)(=O)c2ccc(NC(C)=O)cc2)cc1	2	-0.7	-0.2
9	5	-3	x	0	-3	0	CC(C)C(=O)NCCc1nc2ccccc2n1CCOc1ccccc1	-2	2.8	-1.8
10	1	-6	105	6	3	0	COc1ccccc1-c1oc2ccccc2c1C#CCO	1	2.8	-1.9
4	0	3	102	8	-8	-1	CCN=C1SC(CC(=O)NCC)C(=O)N1CC (centres undefined)	-1	0.8	-0.7
8	-2	-2	105	-27	-8	0	CCCCC(NC(=O)Cc1c(C)c2cc3c(-c4ccccc4)coc3c(C)c2oc1=O)C(=O)O (centres undefined)	0	-2.7	-1.7
-55	-2	-3	111	11	-3	3	COc1cc(CNCCO)cc(Cl)c1OCc1ccc(Cl)cc1Cl	-5	-2.3	11
3	2	-9	108	-5	0	4	CC1(C)CCCC2=C1CC1C(=O)N(N)C(=O)C1C2 (centres undefined)	0	-0.9	-0.6
0	-9	0	118	-9	-1	-6	CCOc1cc(S(=O)(=O)NCc2ccc3c(c2)OCO3)ccc1F	x	-0.9	0.1
7	10	-7	109	20	-1	3	CC1SC(=Nc2ccccc2)N(S(=O)(=O)c2ccccc2)C1=O (centres undefined)	3	9.2	-1.3
0	-2	-8	97	-1	3	2	Cc1noc(NS(=O)(=O)c2ccc(NC(=O)c3cnc4scc(C)n4c3=O)cc2)c1C	-1	3.3	0.1
3	4	-12	108	-3	-5	1	COc1ccc(CCN2CC(C(=O)Nc3ccccc3F)CC2=O)cc1OC (centres undefined)	0	-1.7	-0.5
7	-4	-8	109	2	-5	4	Cc1nn(C)c(C)c1S(=O)(=O)NCCc1ccc(Cl)cc1	-1	0.4	-1.4
x	x	x	110	2	x	0	Cc1cc(C)nc(SCc2cn3c(C)cccc3n2)n1	1	x	x
0	3	6	85	22	-2	0	COc1cc(COCC(O)CN2CCN(Cc3ccc4c(c3)OCO4)CC2)cc(OC)c1OC (centres undefined)	-6	-0.1	0.0
3	8	-3	108	-6	-3	5	CCOC(=O)c1ccc(COC(=O)CNS(=O)(=O)c2ccccc2)cc1	-1	0.5	-0.6
-3	1	-6	x	-7	-5	-2	O=C(CSc1cnc2ccccc2n1)NC1CCCC1	x	-0.9	0.6
13	-4	-8	97	-8	3	1	CC(=O)COc1ncnc2c(Cl)cc(Cl)cc12	11	1.4	-2.7
-5	4	-12	106	5	-1	1	Cc1ccc(NC(=O)CCC(=O)NNC(=O)COc2cccc3ccccc23)c(C)c1	-5	-0.9	0.8
14	0	9	118	13	-3	-1	CCOc1ccc(Nc2nc(N3CCOCC3)nc(N3CCOCC3)n2)cc1	1	-0.9	-2.8
11	2	-3	102	25	-2	0	O=C1Nc2ccccc2C12OCCO2	-6	-0.3	-1.9
5	5	-1	91	-9	0	-4	CCCc1cc(=O)oc2c(CN3CCN(C)CC3)c(O)c(Cl)cc12	-3	-0.6	-0.9
1	1	-9	x	49	-1	-3	O=C(COc1ccc(-n2cnnn2)cc1)Nc1ccccc1OC(F)F	-4	-3.3	-0.4
-6	1	8	104	1	-3	1	CCCOc1cccc(-c2nc3ccccc3c(=O)o2)c1	27	-0.6	0.9
7	2	-3	109	0	-4	0	COc1cccc(N2CC(NC(=O)C(=O)c3c(C)[nH]c4ccccc34)CC2=O)c1 (centres undefined)	-2	0.0	-1.1
x	-5	-2	x	2	0	2	CC1CC(C)CN(C(=O)Cn2c(SCC(=O)N3CCc4ccccc4C3)nc3ccccc32)C1 (centres undefined)	2	1.0	x
7	2	-2	92	-3	-9	-2	C=C(C)CN1C(=O)C2(OCCO2)c2ccccc21	-1	-0.6	-1.7
15	-2	-7	115	14	1	0	COc1cccc(CNn2cnnc2)c1O	-1	0.3	-3.2
0	2	-8	101	10	1	0	CCN(CCCNC(=O)CCCCn1c(=O)[nH]c2ccccc2c1=O)c1ccccc1	1	0.5	-0.1
4	-4	-8	89	9	-4	-4	COc1ccccc1CN1CCNC(=O)C1CC(=O)NCCOc1cccnc1 (centres undefined)	4	0.5	-0.6
1	0	-2	103	2	-8	-1	Cc1cccc(C)c1NC(=O)COC(=O)c1nonc1N	x	-0.4	-0.3
22	-1	13	105	17	-1	3	CCCC(C)C(=O)Nc1nc(C)c(-c2csc(Nc3cc(Cl)ccc3C)n2)s1 (centres undefined)	-6	-1.0	-3.8
11	3	-1	99	-8	-3	-6	Cc1ccc(C(=O)OCC(=O)c2ccc(CC(=O)N3CCOCC3)s2)cc1C	-6	1.2	-2.6
8	-2	-1	97	15	-2	10	CC(=O)N1CCN(c2ccc(NC(=O)c3ccc(Cl)cc3)cc2)CC1	4	1.1	-1.7
15	-5	0	99	8	1	1	CCN(C(=O)COC(=O)/C=C/c1c(C)nn(Cc2ccc(C)cc2)c1C)C1CCS(=O)(=O)C1 (centres undefined)	-1	-0.7	-2.9
6	0	9	95	18	-2	1	Cc1ccc(S(=O)(=O)NNc2nnc(C)c(=O)[nH]2)cc1	0	0.6	-1.2

# High-throughput results: PubChem BioAssay, several laboratories
